LYP phosphatase: PTPN22 lymphoid phosphatase activity blockers – biochemical, fluorescence intensity, uHTS (AID 1779) | recombinant LYP phosphatase, fluorescence intensity; higher % means a stronger effect | hit rate 0.054% among 290,000 | inhibition, % at 11.5 µM; hits with a dose series show IC50 in µM;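 note: plate controls were vehicle with enzyme for no effect and no enzyme for full effect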
TNAP activation fold: stimulation of alkaline phosphatase TNAP activity – biochemical, luminescent, no phosphate acceptor, uHTS, primary screen (AID 1001); purified TNAP, luminescent activation assay, no phosphate acceptor; higher activation fold means a stronger effect; activation fold at 20 µM, or EC50 in µM where a hit was titrated; hit rate 0.03% among 200,000; in the data active = activation fold from about 3, or a potency from the dose series; inactive = the rest, 99 in 100 with activation fold below about 1.6; note: many of its hits are not listed in these tables
KOR beta-arrestin-1: kappa opioid receptor activators – cell-based, luminescence, uHTS, primary screen (AID 1777) | KOR beta-arrestin recruitment, luminescence; higher % means a stronger effect | activation, % at 10 µM, or EC50 in µM where a hit was titrated | hit rate 0.02% among 280,000; in the data active = activation above about 50%, passing the limit was not always enough; note: a part of the inactive calls stands beside numbers as strong as those of hits
human PMI inhibition: inhibitors of human PMI, primary screen, biochemical, fluorescence intensity, coupled assay (AID 1209); purified PMI enzyme, coupled fluorescence intensity; higher % means a stronger effect; hit rate 0.42% among 190,000; inhibition, % at 20 µM; hits with a dose series show IC50 in µM;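 note: plate controls were DMSO vehicle for no effect and wells lacking substrate for full effect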
KOR beta-arrestin-2: kappa opioid receptor blockers – cell-based, luminescence, uHTS (AID 1778); one-dose inhibition, % at 10 µM; IC50 in µM for titrated hits; hit rate 0.091% among 290,000; KOR beta-arrestin recruitment, luminescence, antagonist mode; higher % means a stronger effect; note: strong numbers were not always called active
NOD2 inhibition: NOD2 signaling inhibitors, cell-based, luminescence, uHTS, HEK293 (AID 1566) | HEK293 NOD2/NF-kB luciferase reporter, luminescence; higher % means a stronger effect | inhibition, % at 4 µM; hits with a dose series show EC50 in µM | hit rate 0.63% among 290,000; note: many of its hits are not listed in these tables
XIAP antagonists: XIAP antagonists, biochemical, IAP family, fluorescence polarization (AID 1018); XIAP BIR domain, fluorescence polarization peptide displacement; higher % means a stronger effect; displacement, % at 20 µM, or IC50 in µM where a hit was titrated; hit rate 0.007% among 200,000; in the data active = displacement above about 50%; note: a part of the inactive calls stands beside numbers as strong as those of hits
NOD1 NF-kB reporter: NOD1 signaling inhibitors, primary screen, cell-based, luminescence, uHTS (AID 1578); inhibition, % at 4 µM, or EC50 in µM where a hit was titrated; NOD1-driven NF-kB luciferase reporter cells, luminescence; higher % means a stronger effect; hit rate 1% among 290,000; in the data active = inhibition mostly above about 36%, no sharp cut-off; inactive = mostly below about 34%;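 note: HEK-293T reporter cells stimulated with the NOD1 agonist gamma-tri-DAP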
PMI inhibition: human PMI inhibitors, high substrate, primary screen, biochemical, fluorescence intensity, high mannose 6-phosphate (AID 1220) | hit rate 0.66% among 190,000 | recombinant PMI enzyme, coupled fluorescence intensity; higher % means a stronger effect | inhibition, % at 20 µM, or IC50 in µM where a hit was titrated
An asterisk follows results filed as active; x = no result given; [ ] = remark or other dose. Cut-off read from the data, not from the text of the source, unless noted: active = inhibition above about 50%; inactive = the rest. These rows are one share of the data; count on the stated rates, not on these rows.

The opening two compounds as a preview:
LYP phosphatase	TNAP activation fold	KOR beta-arrestin-1	human PMI inhibition	KOR beta-arrestin-2	NOD2 inhibition	XIAP antagonists	NOD1 NF-kB reporter	canonical_smiles	PMI inhibition
-1%	1	0.8%	18%	-11%	-12%	-0.8%	-23%	O=C(CCc1nc2ccccc2[nH]1)Nc1ccc2c(c1)OCO2	17%
-8%	x	-4.4%	x	2%	5%	x	-15%	CCc1nc(CNC(=O)C2CCC(=O)N(Cc3ccccc3F)C2)no1 (stereo not given)	x

This part in full, previewed entries included:
LYP phosphatase	TNAP activation fold	KOR beta-arrestin-1	human PMI inhibition	KOR beta-arrestin-2	NOD2 inhibition	XIAP antagonists	NOD1 NF-kB reporter	canonical_smiles	PMI inhibition
-1%	1	0.8%	18%	-11%	-12%	-0.8%	-23%	O=C(CCc1nc2ccccc2[nH]1)Nc1ccc2c(c1)OCO2	17%
-8%	x	-4.4%	x	2%	5%	x	-15%	CCc1nc(CNC(=O)C2CCC(=O)N(Cc3ccccc3F)C2)no1 (stereo not given)	x
-8%	1.1	-0.2%	1%	0%	7%	-2.6%	-7%	Cc1nnc(NC(=O)CSc2nnc(Cc3cccn3C)n2CCc2ccccc2)s1	1%
3%	1	-2.6%	0%	-8%	-32%	-7.7%	16%	O=C(N/N=C/c1ccc(O)cc1)c1csc2c1CCCC2	-2%
-4%	1.1	0.6%	7%	4%	2%	-4.5%	-4%	CCCOc1ccccc1NC(=O)c1ccc([N+](=O)[O-])cc1	12%
-1%	1.1	-0.5%	-6%	8%	13%	-3.6%	-15%	CC(=O)N(c1ccccc1C)S(=O)(=O)c1ccc(Cl)cc1	0%
-9%	x	-2.6%	x	1%	7%	x	-5%	COc1ccc(S(=O)(=O)N2CCN(Cc3ccccc3)CC2)cc1OC	x
4%	0.9	12%	7%	11%	-13%	-5.5%	-54%	CC1CC(C(F)(F)F)n2nc(C(=O)O)cc2N1 (stereo not given)	10%
-5%	1	-2.6%	7%	-11%	21%	-4.8%	4%	CCN(CC)CCCN1C(=O)C(=O)/C(=C(/O)c2ccc3c(c2)OCCO3)C1c1ccco1 (stereo not given)	16%
1%	x	0.5%	x	-47%	36%	x	8%	Cc1nc(N2CCCCC2)c2c(C)c(C(=O)Nc3ccc4c(c3)OCCO4)sc2n1	x
-4%	1.1	-0.9%	-2%	-69%	3%	0.2%	-19%	O=S(=O)(NC1CCCCC1)c1ccc(Cl)nc1	-6%
0%	1	-3.7%	9%	-9%	-109%	1.7%	-36%	CSc1ccccc1-c1nnc(-c2ccccc2)o1	11%
-2%	0.9	1.2%	-9%	-55%	2%	-4.5%	-12%	CC1CCN(C(=O)CSc2nnc(CSc3ncccn3)n2C)CC1	-6%
-4%	1.1	-1.0%	-6%	-30%[20 µM]	1%	-3.0%	-33%	CCC(COC(=O)Nc1ccccc1)NC(=O)OC(C)C (stereo not given)	-10%
-2%	1	x	x	-214%[20 µM]	-4%	-6.3%	15%	O=C(Nc1ccc(N2CCOCC2)c(Cl)c1)c1ccc2c(c1)OCCO2	x
-10%	x	-3.1%	x	-3%	0%	x	-6%	COc1cccc(/C=C2\SC(=O)N(CC(=O)NC3CCS(=O)(=O)C3)C2=O)c1 (stereo not given)	x
0%	1.1	-1.2%	4%	-10%	8%	-8.3%	-38%	COc1ccc(N2CCSC2C(=O)NN)cc1 (stereo not given)	10%
-10%	1.1	1.0%	6%	-2%	-10%	-5.7%	2%	O=C(Cn1cc2c(n1)CCCC2)NCCCN1CCN(c2ccccc2F)CC1	8%
-3%	x	5.2%	x	-24%	-39%	x	-11%	COc1cccc(-c2cn(-c3cccc(C(F)(F)F)c3)c(=S)[nH]2)c1	x
-9%	1.1	1.6%	7%	-1%	-44%	-4.0%	-16%	O=C(CCSc1ccccc1)NC1CCCC1	0%
-4%	1.1	5.2%	2%	-38%	-18%	-2.9%	-10%	CCS(=O)(=O)N1CCN(S(=O)(=O)c2ccccc2)CC1	2%
-2%	1.1	-1.5%	10%	27%	39%	-4.6%	24%	O=C(CCCc1nc(-c2ccc(Cl)cc2)no1)Nc1cccnc1	8%
-2%	x	-2.6%	x	-14%	14%	x	-4%	CC1C(=O)N(Cc2ccccc2)c2ccccc2N1C(=O)c1ccccc1 (stereo not given)	x
1%	1	1.7%	-3%	-10%	-8%	-2.1%	-26%	COc1ccc(C(=O)Nc2cc(Cl)ccc2C(=O)O)cc1	-5%
-4%	1	6.5%	4%	-46%	10%	-7.0%	14%	Cc1cccc(C2c3[nH]c4ccccc4c3CCN2C(=O)c2ccc(=O)[nH]c2)n1 (stereo not given)	0%
3%	x	2.3%	x	-22%	-100%	x	-12%	COc1cccc(C(=O)Nc2nnc(-c3ccccc3)s2)c1	x
-2%	0.9	6.7%	10%	-57%	-1%	-1.9%	-8%	Cc1n[nH]c(=S)n1/N=C/c1ccccc1OCc1ccc(Cl)cc1Cl	11%
-7%	1	0.9%	14%	2%	-22%	3.1%	-4%	O=C(OCc1ccccc1Cl)c1ccccc1C(=O)c1ccccc1	8%
2%	1	0.9%	2%	21%	7%	-2.6%	-14%	O=C(NN=C1CCCCC1)NC1CCCCC1	-5%
-10%	x	0.8%	x	-38%	36%	x	72%*	CN1c2ccc(C=O)c3c(C=O)ccc(c23)N(C)C1(C)C	x
-8%	1	-0.7%	19%	-36%	-7%	-5.7%	24%	Nc1c(-c2cccc([N+](=O)[O-])c2)nc2ccccn12	27%
-2%	1.1	2.0%	6%	-19%	13%	-1.2%	-35%	O=C(NC(Cc1ccccc1)C(=O)O)/C(=C\c1ccccc1F)NC(=O)c1ccccc1 (stereo not given)	2%
1%	1.2	-1.6%	5%	21%	2%	-6.8%	-38%	Cc1ccccc1NC(=O)N1CCN(C(=O)c2ccco2)CC1	3%
2%	1	3.0%	5%	23%	0%	0.1%	-38%	COc1ccc(C)cc1NC(=O)CCCN1C(=S)NC(C)(C)CC1C (stereo not given)	-3%
-2%	1.1	-1.6%	4%	6%	4%	0.6%	-19%	Cc1ccc(NC(=O)C2CC(=O)N(CCc3ccccc3)C2)c(C)c1 (stereo not given)	8%
-5%	1	2.7%	11%	-47%[20 µM]	0%	-6.7%	-20%	Nc1ncc(-n2cncn2)c(-c2ccc(Cl)cc2)n1	10%
11%	1	-3.8%	10%	19%	-3%	-2.8%	-29%	COc1ccc(NC(=O)CC2SC(=Nc3ccccc3)NC2=O)c(OC)c1 (stereo not given)	10%
-8%	1.2	2.5%	18%	-8%	5%	-7.9%	-23%	COc1ccc(NCc2cc3ccccc3[nH]c2=O)cc1	59%*
-4%	1.2	-1.6%	6%	-7%	13%	-11%	-36%	N#CCCN(C(=O)COc1ccc(C#N)cc1)c1ccc(F)cc1	11%
-8%	x	-1.3%	x	2%	2%	x	-12%	CC(C(=O)NC(c1ccccc1)c1ccccc1)N1CCOCC1 (stereo not given)	x
-4%	1.1	-4.1%	4%	1%	4%	-0.4%	-23%	Cc1ccc(-n2c(SCC(=O)OC(C)C)nnc2-c2ccccn2)cc1	17%
1%	1	-1.7%	16%	-34%	1%	-2.4%	-12%	O=C(CSCC(=O)N1CCCCC1)OCC(=O)c1c[nH]c2ccccc12	6%
-3%	1.1	3.2%	-4%	-1%	-7%	-7.7%	-22%	CS(=O)(=O)N1CCC(C(=O)Nc2ccc3c(c2)OCCO3)CC1	4%
-9%	x	-4.1%	x	2%	11%	x	-2%	O=C(NC1CCCCC1)C1CCC(CNS(=O)(=O)c2ccccc2)CC1 (stereo not given)	x
-2%	x	-3.5%	x	33%	16%	x	5%	O=C(NCc1ccc(C(F)(F)F)cc1)C1CC(c2ccccc2C(F)(F)F)=NO1 (stereo not given)	x
-12%	x	0.4%	x	-6%	-15%	x	-18%	COc1ccc(C(=O)NC2CCCCC2)cc1S(=O)(=O)N1CCOCC1	x
2%	0.7	-3.5%	5%	18%	-18%	-4.8%	-30%	O=[N+]([O-])c1ccc(N2CCCCC2)s1	1%
-3%	0.5	-0.4%	-6%	-13%	-2%	-9.1%	-48%	O=c1cc(CSc2nnc(Nc3ccccc3F)s2)nc2sccn12	2%
-2%	1.1	2.4%	1%	-37%	6%	-4.3%	-24%	O=C(Nc1ccc(NS(=O)(=O)c2ccccc2)cc1)c1cccnc1	-9%
-6%	1	-4.5%	-3%	17%	10%	-5.6%	-18%	COc1ccc(CC(=O)Nc2nnc(SCC(=O)NCc3ccco3)s2)cc1OC	-3%
2%	1	1.9%	8%	-9%	-8%	-3.1%	-20%	O=C1CC(c2ccco2)CC(O)=C1C=Nc1ccccc1-c1ccccc1 (stereo not given)	13%
-6%	x	-5.5%	x	8%	2%	x	-32%	Cc1ccc(C(=O)NCCCNC(=O)COc2ccc(C)c(C)c2)cn1	x
-4%	1.1	-0.3%	-9%	-10%[20 µM]	14%	-6.8%	-10%	CS(=O)(=O)c1ccc(C(=O)OCC(=O)NC2CCS(=O)(=O)C2)cc1[N+](=O)[O-] (stereo not given)	-7%
-8%	x	0.5%	x	5%	10%	x	-7%	S=c1[nH]nc(C(c2ccccc2)C2CCCCC2)o1 (stereo not given)	x
-1%	1.1	2.4%	4%	-90%[20 µM]	-10%	-5.2%	-19%	CCC(=O)c1ccc(N2CCN(C(=O)c3cc([N+](=O)[O-])ccc3F)CC2)c(F)c1	1%
-1%	0.9	-7.9%	6%	-21%	12%	-0.8%	-14%	COCCn1c(SCc2nnc(-c3ccccc3)o2)nc2sc3c(c2c1=O)CCC3	8%
-10%	1.1	-12%	7%	-34%	-4%	-20%	-8%	CC(=O)c1ccc(N2CCN(C(=O)C3CCN(S(=O)(=O)Cc4ccccc4)CC3)CC2)cc1	-1%

A portion of the results above, for reference:
LYP phosphatase	TNAP activation fold	KOR beta-arrestin-1	human PMI inhibition	KOR beta-arrestin-2	NOD2 inhibition	XIAP antagonists	NOD1 NF-kB reporter	canonical_smiles	PMI inhibition
-4%	1.1	-0.3%	-9%	-10%[20 µM]	14%	-6.8%	-10%	CS(=O)(=O)c1ccc(C(=O)OCC(=O)NC2CCS(=O)(=O)C2)cc1[N+](=O)[O-] (stereo not given)	-7%
-8%	x	0.5%	x	5%	10%	x	-7%	S=c1[nH]nc(C(c2ccccc2)C2CCCCC2)o1 (stereo not given)	x
-1%	1.1	2.4%	4%	-90%[20 µM]	-10%	-5.2%	-19%	CCC(=O)c1ccc(N2CCN(C(=O)c3cc([N+](=O)[O-])ccc3F)CC2)c(F)c1	1%
-1%	0.9	-7.9%	6%	-21%	12%	-0.8%	-14%	COCCn1c(SCc2nnc(-c3ccccc3)o2)nc2sc3c(c2c1=O)CCC3	8%
-10%	1.1	-12%	7%	-34%	-4%	-20%	-8%	CC(=O)c1ccc(N2CCN(C(=O)C3CCN(S(=O)(=O)Cc4ccccc4)CC3)CC2)cc1	-1%

Assay outcomes as filed in PubChem BioAssay.
